Screens as filed in PubChem BioAssay.
PTPN22 inh 2 – blocks human PTPN22 phosphatase activity | Q9Y2R2 | recombinant LYP catalytic domain, DiFMUP fluorescence | inhibition, % at 2 µM | 96,000 compounds, 0.21% hits | AID 640;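 active = inhibition at 2 µM at or above a set limit, the screen mean plus 3 SD, cut at about 24% in these data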;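 note: 0% = DMSO with enzyme and 100% = enzyme fully blocked by orthovanadate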
CYP2C9 inh – inhibitors of human CYP2C9; P11712; CYP2C9 Supersomes, luciferin-H conversion, luminescence; inhibition, % at 5 µM; 96,000 compounds, 20% hits;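 active = blocking of liver enzyme CYP2C9 beyond about 50% at 5 µM, limit read from the data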; note: values of inactives mirror those of a sister screen read the other way
Target sequence (P11712 whole entry, looked up): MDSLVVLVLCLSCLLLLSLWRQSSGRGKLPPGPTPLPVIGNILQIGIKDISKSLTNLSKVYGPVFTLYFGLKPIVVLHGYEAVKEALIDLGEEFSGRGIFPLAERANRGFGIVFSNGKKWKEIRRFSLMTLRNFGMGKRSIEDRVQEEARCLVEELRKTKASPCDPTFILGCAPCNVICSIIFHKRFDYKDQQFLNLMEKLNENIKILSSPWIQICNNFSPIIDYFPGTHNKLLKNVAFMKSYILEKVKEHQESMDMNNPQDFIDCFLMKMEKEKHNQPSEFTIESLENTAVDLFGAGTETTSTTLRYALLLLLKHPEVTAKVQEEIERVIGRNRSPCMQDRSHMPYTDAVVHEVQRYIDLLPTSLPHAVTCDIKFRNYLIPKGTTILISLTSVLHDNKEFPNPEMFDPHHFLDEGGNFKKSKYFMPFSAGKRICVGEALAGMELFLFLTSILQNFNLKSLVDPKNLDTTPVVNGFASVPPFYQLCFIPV
PTK2B oligo ant – Pyk2 (human) oligomerization antagonism. Q293 cells, Pyk2 FERM NanoBiT luminescence; active compounds read low. z-score (the deposit names both 25 µM and 10 µM). AID 1347419. 99,000 compounds, 0.83% hits. Q14289;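 active = Z-score of -3 or lower, scaled per plate to the spread of control and sample wells; inactive = z-score above -3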;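 note: negative z-score means lost luminescence so less FERM oligomerization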
LYP act – activators of human LYP (PTPN22) phosphatase; Q9Y2R2; recombinant LYP, DiFMUP fluorescence; 0 = plate median, 100 = signal doubled; activation, % at 2 µM; 96,000 compounds, 0.11% hits; AID 697;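 active = activation at 2 µM above a set limit, the mean plus 5 SD, cut at about 37% in these data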
hDAT+cocaine – changed human dopamine transporter uptake under cocaine IC80. LLC-PK1 hDAT cells, [14C]-dopamine uptake with cocaine IC80; actives deviate in either direction. B-score at 10 µM. 110,000 compounds, 1.3% hits. AID 449768;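 active = Z score or B-score, a plate-position-corrected score, falls beyond the plate's 99.7% confidence bounds, in either direction; inactive = both scores lie inside the 99.7% bounds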;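 note: scored against the spread of the other compound wells on the same plate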
Target sequence (Q01959 whole entry, looked up): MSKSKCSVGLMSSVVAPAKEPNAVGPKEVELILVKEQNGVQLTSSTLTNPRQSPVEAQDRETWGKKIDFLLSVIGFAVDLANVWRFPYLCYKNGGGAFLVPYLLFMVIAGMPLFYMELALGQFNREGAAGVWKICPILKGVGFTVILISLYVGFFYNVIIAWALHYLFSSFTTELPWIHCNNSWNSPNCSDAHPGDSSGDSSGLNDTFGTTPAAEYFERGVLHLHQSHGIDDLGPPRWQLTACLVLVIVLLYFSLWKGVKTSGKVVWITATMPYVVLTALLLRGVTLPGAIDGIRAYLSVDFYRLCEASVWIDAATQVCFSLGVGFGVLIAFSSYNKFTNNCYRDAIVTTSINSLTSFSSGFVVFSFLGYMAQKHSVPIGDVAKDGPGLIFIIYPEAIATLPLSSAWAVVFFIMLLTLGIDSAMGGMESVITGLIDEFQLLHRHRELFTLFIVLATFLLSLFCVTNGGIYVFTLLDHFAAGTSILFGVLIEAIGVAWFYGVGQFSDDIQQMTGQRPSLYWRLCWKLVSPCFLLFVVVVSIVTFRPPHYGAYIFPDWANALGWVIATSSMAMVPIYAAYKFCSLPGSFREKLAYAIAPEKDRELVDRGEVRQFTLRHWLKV
PostGolgi ctrl – growth of the yeast control strain, post-Golgi counter-screen | efflux-deficient yeast background strain, growth absorbance A615, 16 h | 98,000 compounds, 5% hits | inhibition, % at 10 µM
PostGolgi yeast – growth inhibition of a yeast mutant, post-Golgi transport screen; AID 739; post-Golgi transport phenotypic cell assay; inhibition, % at 10 µM; 98,000 compounds, 0.9% hits;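 note: yeast cells grown in 1536-well plates; yeast grown about 18 h at 30C before absorbance read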
E coli WT exp – blocks growth of wild type E. coli BW25113; growth inhibition, % at 100 µM; 98,000 compounds, 0.15% hits; OD600 absorbance;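 active = growth inhibition above about 50% at one test dose, limit read from the data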;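 note: growth measured after 20 h incubation at 37 °C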
CYP2C9 act – CYP2C9 (human) activation. recombinant CYP2C9, luciferin-H conversion, luminescence; active compounds read high; factor 1 = untreated enzyme, 0 = blocked. activation factor at 5 µM. 96,000 compounds, 1.4% hits. AID 1024;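 active = activation factor of 2 or more for CYP2C9 at a 5 µM dose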;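 note: 0 = sulfaphenazole-blocked wells and 1 = vehicle-only wells; values of inactives mirror those of a sister screen read the other way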
Numbers without * were called inactive; nt = no result given. Cut-off read from the data, not from the text of the source, unless noted: active = inhibition above about 30%; inactive = the rest. Rows were taken by chance (roughly 24% active in at least one column).

cpd | Molecule | CYP2C9 inh | hDAT+cocaine | E coli WT exp | LYP act | PTPN22 inh 2
1 | Nn1c(Cc2cccc3ccccc23)nnc1SCn1nnc2ccccc2c1=O | -13 | 0.96 | -7 | 2 | 0
2 | CN(CCc1ccccn1)C1CC(=O)N(c2ccc(Cl)cc2)C1=O (centres undefined) | -25 | 0.92 | 4 | 4 | -7
3 | Cc1ccc(S(=O)(=O)/N=C2/C=C(C3C(=O)CC(C)(C)CC3=O)C(=O)c3ccccc32)cc1 | 62* | 1.1 | 1 | 9 | -8
4 | CCC1(C)Cc2c(sc3c2c(=O)n(-c2ccccc2)c(=O)n3C)CO1 (centres undefined) | 13 | 0.28 | -3 | 0 | 4
5 | COc1ccccc1NC(=O)N(Cc1ccccc1)c1ccccn1 | 22 | 1.2 | -14 | 0 | 2
6 | O=C(Cn1cnc2sc(-c3ccccc3)cc2c1=O)NCc1ccccc1 | 25 | 0.001 | -3 | -4 | 4
7 | COc1cc(NS(=O)(=O)c2ccc(NC(=O)COc3ccc(C)cc3)cc2)nc(OC)n1 | 82* | 1 | 0 | 1 | -4
8 | CC(C)(CO)NCc1ccccc1OCC(=O)Nc1ccccc1 | 0 | 0.53 | -7 | -9 | 6
9 | Cc1nonc1OCC(C)(COc1nonc1C)NC(=O)c1ccc(Cl)cc1 | nt | -0.18 | nt | 6 | -14
10 | CCOC(=O)C1CCCN(S(=O)(=O)c2cc(OCC(N)=O)c(C)cc2Cl)C1 (centres undefined) | -18 | -0.56 | -2 | 8 | -12

cpd | PostGolgi yeast | PTK2B oligo ant | PostGolgi ctrl | CYP2C9 act
1 | 6 | -0.68 | 4 | 1.1
2 | -1 | 1.8 | 0 | 1.3
3 | -1 | -2.3 | 5 | 0.4
4 | 1 | 1.3 | 20 | 0.9
5 | 19 | -1 | 45* | 0.8
6 | -7 | 2.6 | -6 | 0.7
7 | -3 | -0.14 | 2 | 0.2
8 | -7 | 0.58 | 32* | 1
9 | nt | -0.02 | nt | nt
10 | -1 | -1.2 | 33* | 1.2

Later entries
cpd | Molecule | CYP2C9 inh | hDAT+cocaine | E coli WT exp | LYP act | PTPN22 inh 2
11 | CCOc1ccc(-n2c(Cc3cc(=O)[nH]c(=O)[nH]3)nnc2SC(C)C)cc1 | -14 | 0.87 | -7 | 10 | -9
12 | CCN(CC)CC#CCC(O)(c1ccccc1)C1CCCC1 (centres undefined) | nt | -0.021 | nt | 4 | -6
13 | Cc1c(NC(=O)c2cccc(NC(=O)c3ccco3)c2)cccc1C(=O)O | -15 | -1.5 | 2 | -2 | 2
14 | CCCN(CCC)CCNC(=O)C1CC(=O)N(c2ccc(OC)cc2)C1c1ccc(OC)cc1 (centres undefined) | 0 | -1.2 | 0 | -10 | 12
15 | Cc1ccc(NC(=O)COc2nc(C)cs2)cc1 | 6 | -0.048 | -5 | -2 | -1
16 | COc1ccccc1N1CSC2=C(C#N)C(c3ccc(SC)cc3)CC(=O)N2C1 (centres undefined) | 88* | -0.54 | 1 | -19 | 18
17 | COc1cccc(/C=N\NC(=O)c2cc(OCC(F)(F)F)ccc2OCC(F)(F)F)c1 | 20 | nt | -6 | nt | nt
18 | CC(C)CC(=O)c1c[nH]c(C(=O)NCCCn2ccnc2)c1 | 82* | 0.59 | 8 | nt | nt
19 | O=C(O)c1cc(S(=O)(=O)N2CCOCC2)c(Sc2ccccn2)cc1Sc1ccccn1 | 22 | 0.018 | 2 | nt | nt
20 | O=C(CCCOc1ccccc1)NCC1CCCO1 (centres undefined) | -2 | -0.47 | -5 | 5 | -6

cpd | PostGolgi yeast | PTK2B oligo ant | PostGolgi ctrl | CYP2C9 act
11 | -22 | -0.08 | 16 | 1.1
12 | nt | 0.53 | nt | nt
13 | 11 | -0.01 | 13 | 1.2
14 | -19 | -0.4 | 16 | 1
15 | -16 | -0.61 | -2 | 0.9
16 | -23 | nt | -2 | 0.1
17 | 1 | 0.23 | 1 | 0.8
18 | -7 | 0.57 | 0 | 0.2
19 | 1 | 0.11 | 4 | 0.8
20 | 8 | 1 | 6 | 1

Limited to E coli WT exp, for some of the entries so far:
nr	Structure	E coli WT exp
18	CC(C)CC(=O)c1c[nH]c(C(=O)NCCCn2ccnc2)c1	8
15	Cc1ccc(NC(=O)COc2nc(C)cs2)cc1	-5

Some of these compounds in order of count of non-hydrogen atoms, smallest number first:
cpd | Molecule | CYP2C9 inh | hDAT+cocaine | E coli WT exp | LYP act | PTPN22 inh 2
15 | Cc1ccc(NC(=O)COc2nc(C)cs2)cc1 | 6 | -0.048 | -5 | -2 | -1
18 | CC(C)CC(=O)c1c[nH]c(C(=O)NCCCn2ccnc2)c1 | 82* | 0.59 | 8 | nt | nt
13 | Cc1c(NC(=O)c2cccc(NC(=O)c3ccco3)c2)cccc1C(=O)O | -15 | -1.5 | 2 | -2 | 2

cpd | PostGolgi yeast | PTK2B oligo ant | PostGolgi ctrl | CYP2C9 act
15 | -16 | -0.61 | -2 | 0.9
18 | -7 | 0.57 | 0 | 0.2
13 | 11 | -0.01 | 13 | 1.2

(listing goes on)
cpd | Molecule | CYP2C9 inh | hDAT+cocaine | E coli WT exp | LYP act | PTPN22 inh 2
21 | Cn1c(=O)[nH]c(=O)c2c1nc(N1CCCC1)n2CCCSc1nc2ccccc2o1 | 17 | 0.22 | 0 | nt | nt
22 | CCOc1ccccc1C(=O)Nc1nnc(C(C)C)s1 | 37 | -0.065 | 1 | 22 | -25
23 | COc1ccc(-c2csc(N(CC3CCCO3)C(=O)c3ccco3)n2)cc1 (centres undefined) | -1 | -0.091 | 5 | -2 | 0
24 | Cc1ccc([N+](=O)[O-])cc1N=Cc1ccc(Br)s1 | nt | 0.0036 | 9 | -7 | 8
25 | COc1ccc([N+](=O)[O-])cc1COc1cc(C)cc2oc(=O)cc(-c3ccccc3)c12 | 92* | -0.49 | -19 | -8 | 6
26 | O=C(COC(=O)C1CC(=O)N(c2nc(-c3ccccc3)cs2)C1)c1ccccc1 (centres undefined) | 33 | 0.52 | -6 | 5 | -9
27 | CCn1cc(/C=C(/C#N)S(=O)(=O)c2ccccc2)cn1 | -204 | 0.034 | 12 | -3 | 4
28 | CN(C)S(=O)(=O)N1CCN(C(=O)c2cccs2)CC1 | -8 | -0.1 | -6 | 5 | -8
29 | O=C(CCl)c1ccc(Cc2ncc(C(F)(F)F)cc2Cl)s1 | 11 | -0.49 | 25 | -12 | 14
30 | CC1=NN(C(=O)Cc2ccc([N+](=O)[O-])cc2)C(O)(c2ccccc2)C1 (centres undefined) | 33 | -0.42 | -10 | -5 | 7

cpd | PostGolgi yeast | PTK2B oligo ant | PostGolgi ctrl | CYP2C9 act
21 | -6 | -0.31 | 46* | 0.8
22 | -6 | nt | 21 | 0.6
23 | 18 | -2.1 | 24 | 1
24 | -3 | -0.11 | 8 | nt
25 | -1 | 0.34 | 26 | 0.1
26 | 3 | 1.4 | 17 | 0.7
27 | -7 | 0.81 | 2 | 3*
28 | -2 | -0.2 | 8 | 1.1
29 | 86* | -0.65 | 28 | 0.9
30 | -3 | 0.43 | 4 | 0.7

(listing goes on)
cpd | Molecule | CYP2C9 inh | hDAT+cocaine | E coli WT exp | LYP act | PTPN22 inh 2
31 | O=C(Nc1ccc(Cl)cc1)N(Cc1nnc2n1CCCCC2)c1ccccc1 | -26 | 0.2 | -9 | -9 | 9
32 | CCN1CCN(Cc2ccc(OC)c(OCc3ccccc3)c2)CC1 | -20 | 0.0049 | 4 | 6 | -7
33 | O=C(Nc1nccs1)c1cccc(N2C(=O)c3cccc4c([N+](=O)[O-])ccc(c34)C2=O)c1 | 20 | nt | -12 | -2 | 4
34 | O=C(Nc1cccc(Cl)c1)OCc1cnc(Cl)s1 | 24 | -0.28 | -1 | 0 | -3
35 | COc1ccc(OC)c(N(CC(=O)NC2CC2)S(=O)(=O)c2ccc(C)cc2)c1 | 80* | 0.66 | -5 | -3 | 1
36 | CC(=O)Nc1ccc(Oc2cnc3ccccc3n2)cc1 | 9 | 0.81 | 3 | -11 | 15
37 | Cc1cc(C)c2nc(N3CCCC(C(=O)NCCCN4CCOCC4)C3)sc2c1 (centres undefined) | -12 | 0.75 | 2 | 10 | -8
38 | CC(C)C(=O)Nc1nc(-c2ccccc2)ns1 | nt | 1.7 | nt | 3 | -3
39 | CCCC(=O)Nc1nc2c(OC)ccc(OC)c2s1 | 61* | 0.16 | -5 | nt | nt
40 | CC(C)c1ccc(N2CCN(C(=O)c3ccccc3NC(=O)/C=C(\C(=O)O)c3ccccc3)CC2)cc1 | 18 | 0.044 | 1 | -6 | 4

cpd | PostGolgi yeast | PTK2B oligo ant | PostGolgi ctrl | CYP2C9 act
31 | 3 | 0.86 | -7 | 1.3
32 | 0 | -0.07 | 5 | 1.2
33 | -1 | -0.1 | 6 | 0.8
34 | -6 | 0.01 | 28 | 0.8
35 | -3 | -0.07 | 4 | 0.2
36 | -2 | -0.35 | 5 | 0.9
37 | 2 | 0.06 | 26 | 1.1
38 | nt | -0.58 | nt | nt
39 | -2 | nt | 10 | 0.4
40 | 19 | nt | 11 | 0.8

(next part)
cpd | Molecule | CYP2C9 inh | hDAT+cocaine | E coli WT exp | LYP act | PTPN22 inh 2
41 | Cc1cccc(CCNS(=O)(=O)c2ccc(S(=O)(=O)N3CCC(C)CC3)cc2)c1 | nt | -0.0016 | nt | -8 | 8
42 | CCCC(=O)Nc1c(C(=O)OCC)[nH]c2ccccc12 | 5 | 0.45 | 8 | 5 | -8
43 | COc1cccc(N=c2oc3ccccc3cc2-c2nc3ccccc3[nH]2)c1 | 48 | 1.5 | -4 | -10 | 12
44 | CCCN(Cc1cc2cc(C)ccc2[nH]c1=O)S(C)(=O)=O | 73* | 0.062 | -7 | -7 | 5
45 | COc1ccc(CNc2nc3ccccc3n2CCN2CCCCC2)c(OC)c1 | 8 | 0.5 | 12 | -3 | 2
46 | CCCC(c1c(C)n(C)n(-c2ccccc2)c1=O)c1c(C)n(C)n(-c2ccccc2)c1=O | 23 | -0.07 | -3 | 8 | -11
47 | O=S(=O)(c1ccc(F)cc1)N1CCC(N2CCCCCC2)CC1 | 20 | -0.24 | 5 | 2 | -5
48 | CCCNC(=O)c1ccc(CNc2c(N3CCC(C(=O)OCC)CC3)c(=O)c2=O)cc1 | 37 | -0.49 | -19 | 12 | -15
49 | CNc1oc(-c2ccc(Cl)cc2)nc1C#N | 10 | -0.82 | 1 | -2 | 0
50 | O=C(NC1=NCCS1)NC12CC3CC(CC(C3)C1)C2 | 15 | -0.44 | 7 | 4 | -7

cpd | PostGolgi yeast | PTK2B oligo ant | PostGolgi ctrl | CYP2C9 act
41 | nt | -0.15 | nt | nt
42 | -1 | nt | -1 | 0.9
43 | 5 | 0.54 | -2 | 0.5
44 | -7 | -0.68 | -7 | 0.3
45 | -6 | 0.46 | -5 | 0.9
46 | 0 | 0.53 | -1 | 0.8
47 | 4 | 0.11 | 12 | 0.8
48 | 10 | -0.42 | 8 | 0.6
49 | -1 | -0.58 | 7 | 0.9
50 | 2 | 0.32 | 4 | 0.8

Next results
cpd | Molecule | CYP2C9 inh | hDAT+cocaine | E coli WT exp | LYP act | PTPN22 inh 2
51 | O=C(NCc1cccs1)Nc1cccc(Cl)c1 | nt | -1.2 | nt | -5 | 6
52 | Nc1c(C(=O)NCc2ccccc2)nnn1Cc1cccc(Cl)c1 | 19 | -0.034 | 4 | -1 | -1
53 | C=CCOc1cccc(C2C(C(=O)c3ccco3)=C(O)C(=O)N2Cc2ccncc2)c1 (centres undefined) | 84* | 0.32 | 7 | 6 | -7
54 | COc1cccc(C(O)c2nc3ccccc3n2C(C)C)c1 (centres undefined) | 23 | 0.24 | 10 | -5 | 2
55 | COC(=O)c1ccccc1NC(=O)CSc1ccccn1 | -11 | -0.58 | -1 | -4 | 4
56 | CCC(CC)C(=O)Nc1cccc(-c2nc3ccccc3o2)c1 | 66* | 0.031 | 3 | -4 | -1

cpd | PostGolgi yeast | PTK2B oligo ant | PostGolgi ctrl | CYP2C9 act
51 | nt | -0.21 | nt | nt
52 | -14 | nt | 8 | 0.8
53 | 5 | 1.2 | 7 | 0.2
54 | -2 | -0.47 | -2 | 0.8
55 | -2 | 0.37 | -1 | 1.1
56 | -17 | -0.41 | 12 | 0.3
